# Screens as filed in PubChem.
# PAD4 inh – PAD4 (human) enzyme inhibition; inhibition, % at 6.36 µM; 0.41% of 330,000 active; recombinant PAD4, RCA probe fluorescence polarization;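 active means percent inhibition above a cutoff equal to the mean of all tested compounds plus 3 SD, cut at about 15% in these data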;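 further: 0% = PAD4 with RCA probe and DMSO and 100% = probe without PAD4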
# LYPLA2 inh – blocks human lysophospholipase 2, a PME1 counter-screen. O95372. recombinant LYPLA2, FP-Rh probe fluorescence polarization. inhibition, % at 5.9 µM. 0.38% of 320,000 active. AID 2177;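 active means inhibition above the screen-wide mean plus 3 SD, limit set per campaign, cut at about 26% in these data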;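 further: 0% = LYPLA2 with DMSO and 100% = wells lacking LYPLA2 enzyme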
# Target sequence (O95372 whole entry, looked up): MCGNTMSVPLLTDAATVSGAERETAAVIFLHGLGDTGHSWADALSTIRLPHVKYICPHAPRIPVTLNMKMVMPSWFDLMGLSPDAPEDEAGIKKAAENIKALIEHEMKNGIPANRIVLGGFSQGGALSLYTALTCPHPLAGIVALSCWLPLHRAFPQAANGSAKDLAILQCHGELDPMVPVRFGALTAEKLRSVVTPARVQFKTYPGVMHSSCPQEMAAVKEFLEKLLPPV
# PAFAH2 inh – inhibitors of human PAFAH2; recombinant PAFAH2, FP-rhodamine activity probe, fluorescence polarization; inhibition, % at 3.39 µM; 0.99% of 340,000 active; AID 492956;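 active means inhibition above the mean over all tested compounds plus 3 SD, cut at about 30% in these data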;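 further: inhibitors block probe labeling of enzyme so polarization drops; 0% = enzyme with DMSO and 100% = wells lacking PAFAH2 protein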
# pPAFAH FP inh – inhibitors of human plasma PAF acetylhydrolase (pPAFAH); Q13093; recombinant pPAFAH, FP-rhodamine probe fluorescence polarization; inhibition, % at 3.39 µM; 1.5% of 330,000 active;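 active means inhibition above the mean inhibition across the screen plus 3 SD, cut at about 25% in these data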;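 further: inhibitors block binding of the rhodamine activity-based probe so polarization drops; 0% = enzyme with DMSO and 100% = wells lacking pPAFAH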
# Target sequence (Q13093 whole entry, looked up): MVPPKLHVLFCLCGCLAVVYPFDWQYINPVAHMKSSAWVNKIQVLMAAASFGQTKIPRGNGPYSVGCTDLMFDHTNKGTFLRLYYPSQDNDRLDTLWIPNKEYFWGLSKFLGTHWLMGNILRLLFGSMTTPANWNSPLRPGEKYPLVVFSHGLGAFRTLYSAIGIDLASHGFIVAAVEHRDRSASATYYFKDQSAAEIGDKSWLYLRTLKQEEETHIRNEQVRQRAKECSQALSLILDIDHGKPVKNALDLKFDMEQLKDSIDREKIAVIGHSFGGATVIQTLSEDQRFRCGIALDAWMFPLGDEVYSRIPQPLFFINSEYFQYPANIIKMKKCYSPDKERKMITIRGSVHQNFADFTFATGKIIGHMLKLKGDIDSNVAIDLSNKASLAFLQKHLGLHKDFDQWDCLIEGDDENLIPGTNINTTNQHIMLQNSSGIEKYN
# PAFAH1B3 inh – inhibitors of human PAFAH1B3; Q15102; recombinant PAFAH1B3, FP-rhodamine probe, fluorescence polarization; inhibition, % at 3.39 µM; 0.28% of 340,000 active; AID 492972;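 active means inhibition above the screen-wide average of all tested compounds plus 3 SD, cut at about 25% in these data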;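 further: 0% = enzyme with DMSO only and 100% = wells lacking PAFAH1B3 protein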
# Target sequence (Q15102 whole entry, looked up): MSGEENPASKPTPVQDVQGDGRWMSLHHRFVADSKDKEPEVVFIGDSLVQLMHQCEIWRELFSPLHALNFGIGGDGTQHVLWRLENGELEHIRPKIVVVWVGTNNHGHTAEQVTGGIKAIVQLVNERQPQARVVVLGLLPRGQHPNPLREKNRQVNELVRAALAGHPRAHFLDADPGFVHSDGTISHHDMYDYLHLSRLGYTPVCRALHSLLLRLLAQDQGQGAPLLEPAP
# PAFAH1B2 inh – PAFAH1B2 (human) inhibition. AID 492953. 1.2% of 340,000 active. recombinant PAFAH1B2, FP-rhodamine activity probe, fluorescence polarization. inhibition, % at 3.39 µM. P68402;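 active means inhibition above the mean of all tested compounds plus 3 SD, cut at about 24% in these data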;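 further: 0% = enzyme with DMSO and 100% = wells lacking PAFAH1B2; many of its hits are not listed in these tables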
# GSTO1 counter – blocks human GSTO1 in RBBP9 counter-screen. recombinant GSTO1, activity-based probe fluorescence polarization. inhibition, % at 5.96 µM. 1.1% of 300,000 active. AID 1974;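 active means inhibition above the campaign mean inhibition plus 3 SD, cut at about 35% in these data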;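 further: 0% = GSTO1-1 with DMSO and 100% = wells lacking GSTO1-1 enzyme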
# PME-1 inh – blocks human protein phosphatase methylesterase 1; Q9Y570; recombinant PME-1, FP-Rh probe fluorescence polarization; inhibition, % at 5.9 µM; 0.53% of 320,000 active; AID 2130;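 active means inhibition above the campaign mean of all compounds plus 3 SD, cut at about 26% in these data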;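 further: competitive labeling of PME-1 active site by serine hydrolase directed probe; 0% = PME-1 with DMSO and 100% = wells lacking PME-1 enzyme; inhibitors block probe labeling so polarization falls and inhibition rises; many of its hits are not listed in these tables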
# LYPLA1 counter – blocks human lysophospholipase 1, a PME1 counter-screen; O75608; recombinant LYPLA1, FP-Rh probe fluorescence polarization; inhibition, % at 5.9 µM; 0.16% of 320,000 active;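 active means inhibition above the mean of all tested compounds plus 3 SD, set per campaign, cut at about 14% in these data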;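 further: inhibitors block serine hydrolase probe labeling of LYPLA1 so polarization falls; 0% = enzyme with DMSO and 100% = wells lacking LYPLA1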
# Starred values were filed as active, the others as inactive; . = no result given.
Compound	PAFAH1B2 inh	PME-1 inh	PAD4 inh	PAFAH2 inh	LYPLA1 counter	LYPLA2 inh	PAFAH1B3 inh	GSTO1 counter	pPAFAH FP inh
CCOC(=O)N1CCN(C(=O)c2ccc3c(c2)N(Cc2ccc(C)cc2)CCS3)CC1	8	21	-3	-3	1	6	6	2	18
CCN(CC(=O)Nc1c(C(=O)OC)[nH]c2ccc(Cl)cc12)c1ccc2c(c1)OCO2	6	40*	-1	3	-4	-1	9	11	14
COCCNC(=O)Nc1ccc2c(c1)N(C)C(=O)c1ccccc1S2	2	-1	-2	4	-2	-2	-3	-1	0
O=C(N/N=C/c1cc([N+](=O)[O-])ccc1O)c1cccc2ccccc12	8	2	-4	20	-1	-5	7	-24	14
CCOC(=O)N1CCC(c2[nH][nH]c(=O)c2C)CC1	2	1	-2	-5	-3	-5	4	4	2
O=c1c(C/C=C/c2ccccc2)c(O)ccn1Cc1cccc(Cl)c1	5	-4	0	6	-2	-3	-1	11	-1
CSc1nc(Oc2ccc(=O)[nH]n2)nc(N(C)C)n1	0	2	1	-2	1	2	4	3	2
COc1ccc(-n2c(CNC(=O)COc3ccc(Cl)cc3)n[nH]c2=S)cc1	19	-3	3	-6	-1	1	4	6	-1

# Going on with the list.
Compound	PAFAH1B2 inh	PME-1 inh	PAD4 inh	PAFAH2 inh	LYPLA1 counter	LYPLA2 inh	PAFAH1B3 inh	GSTO1 counter	pPAFAH FP inh
COC(=O)c1ccc(C(=O)OCCCc2nc3ccc(N)cc3[nH]2)cc1	-1	-3	-10	5	-2	-3	5	4	0
CC1CC(C)CN(C(=O)c2ccc(N3CC4CC(C3)c3cccc(=O)n3C4)c([N+](=O)[O-])c2)C1 (stereo not given)	3	1	3	-4	-1	8	1	0	15
COc1cc(C[C@@H](CO)[C@H](CO)Cc2ccc(O)c(OC)c2)ccc1O	.	2	-6	.	-2	-3	.	-9	-1
Cc1cccc(C(=O)N[C@H](C(=O)Nc2ncc(C)s2)C(C)C)c1	5	1	0	7	1	5	-1	1	-5
O=C(Cc1c(F)cccc1Cl)Nc1ccncc1	-3	0	3	7	-1	1	10	1	-3
CN1CCN(c2ccc(S(=O)(=O)N3CCCCC3)cc2NC(=O)Cc2ccc(Cl)cc2)CC1	4	7	1	0	-2	1	-5	1	9
CC(=O)Nc1cccc(C(=O)OC2CCOC2=O)c1 (stereo not given)	0	6	1	8	-7	-8	2	0	1
CN(C)S(=O)(=O)NCCNc1ccc(C(F)(F)F)cc1[N+](=O)[O-]	0	0	-1	-1	1	0	0	14	15

# Continuation:
Compound	PAFAH1B2 inh	PME-1 inh	PAD4 inh	PAFAH2 inh	LYPLA1 counter	LYPLA2 inh	PAFAH1B3 inh	GSTO1 counter	pPAFAH FP inh
COc1ccc(CNC(=O)C[C@H]2C(=O)N(CCc3ccccc3)C[C@@H]2Cc2ccccc2)cc1	4	4	3	6	-2	0	-3	4	10
N#Cc1nc(COc2ccccc2F)oc1NCCc1ccccc1	11	3	1	8	-2	0	1	43*	3
COc1ccc(-c2oc3ncn(Cc4ccco4)c(=N)c3c2-c2ccc(OC)cc2)cc1	1	-3	-1	-5	-6	-7	8	9	14
C=CC[C@@H](CC(=O)N(CCO)Cc1ccccc1)C(=O)NC[C@H](OC(=O)[C@@H](CC=C)Cc1ccc(F)cc1)c1ccccc1	8	.	7	2	.	.	8	.	3
COc1cccc(CNC(=O)CCCc2cn(C)c3ccccc23)c1	10	134*	-2	-7	1	4	7	-1	2
NC(=O)c1nsc(C(=O)N(c2ccccc2)C(C(=O)NCC2CCCO2)c2ccc(F)cc2)c1N (stereo not given)	-1	4	-3	6	-1	0	5	-3	4
CCc1ccc(O)c(CNCCNCc2cc(CC)ccc2O)c1	9	-7	-4	1	-1	4	3	-2	-1
Cc1cccc[n+]1CC(=O)c1ccc2c(c1)OCCO2	6	3	0	0	-2	4	10	5	2

# Laid out differently: seven of the compounds above
# Below each compound – PAFAH1B2 inh | PME-1 inh | PAD4 inh | PAFAH2 inh | LYPLA1 counter | LYPLA2 inh | PAFAH1B3 inh | GSTO1 counter | pPAFAH FP inh
- COc1ccc(CNC(=O)C[C@H]2C(=O)N(CCc3ccccc3)C[C@@H]2Cc2ccccc2)cc1
 : 4 | 4 | 3 | 6 | -2 | 0 | -3 | 4 | 10
- N#Cc1nc(COc2ccccc2F)oc1NCCc1ccccc1
 : 11 | 3 | 1 | 8 | -2 | 0 | 1 | 43* | 3
- COc1ccc(-c2oc3ncn(Cc4ccco4)c(=N)c3c2-c2ccc(OC)cc2)cc1
 : 1 | -3 | -1 | -5 | -6 | -7 | 8 | 9 | 14
- C=CC[C@@H](CC(=O)N(CCO)Cc1ccccc1)C(=O)NC[C@H](OC(=O)[C@@H](CC=C)Cc1ccc(F)cc1)c1ccccc1
 : 8 | . | 7 | 2 | . | . | 8 | . | 3
- COc1cccc(CNC(=O)CCCc2cn(C)c3ccccc23)c1
 : 10 | 134* | -2 | -7 | 1 | 4 | 7 | -1 | 2
- NC(=O)c1nsc(C(=O)N(c2ccccc2)C(C(=O)NCC2CCCO2)c2ccc(F)cc2)c1N (stereo not given)
 : -1 | 4 | -3 | 6 | -1 | 0 | 5 | -3 | 4
- CCc1ccc(O)c(CNCCNCc2cc(CC)ccc2O)c1
 : 9 | -7 | -4 | 1 | -1 | 4 | 3 | -2 | -1

# Following part.
Compound	PAFAH1B2 inh	PME-1 inh	PAD4 inh	PAFAH2 inh	LYPLA1 counter	LYPLA2 inh	PAFAH1B3 inh	GSTO1 counter	pPAFAH FP inh
COc1cc(OC)cc(C(=O)NCC(=O)OCC(=O)Nc2cc(S(C)(=O)=O)ccc2Cl)c1	2	2	-2	-1	5	0	4	2	3
COc1ccc(CCNC(=O)CCC(=O)Nc2ccccc2[N+](=O)[O-])cc1OC	-3	-5	0	0	-1	-4	-1	7	-1
CC(=O)N1CCN(CC(C)(C)NS(=O)(=O)c2ccc(C)cc2)CC1	-6	-4	-1	-1	1	10	0	0	14
COc1ccc(N(CC(=O)Nc2ccc(C)c(C)c2)C2=NC3CS(=O)(=O)CC3S2)cc1 (stereo not given)	3	5	3	0	0	1	3	4	3
CN(Cc1ccccn1)C(=O)CC1C(=O)NCCN1Cc1cccc(Oc2ccccc2)c1 (stereo not given)	3	0	2	-11	3	0	0	2	12
Cc1ccc(Nc2nnc(-c3ccc4c(c3)OCO4)o2)c(C)c1	-2	10	-7	-5	2	7	5	-7	2
Cc1ccc(C(=O)NNC(=O)CSc2nnc(-c3ccncc3)n2-c2ccc(C)cc2)cc1	1	4	-8	2	2	6	9	1	-5
CCN1CCN(CC(=O)NC2CCCCC2)C(=O)C1=O	1	-4	0	1	3	1	3	-2	1

# (continued)
Compound	PAFAH1B2 inh	PME-1 inh	PAD4 inh	PAFAH2 inh	LYPLA1 counter	LYPLA2 inh	PAFAH1B3 inh	GSTO1 counter	pPAFAH FP inh
COc1ccc(-c2cc(-c3ccccc3)n[nH]2)c(O)c1	9	12	1	16	-12	-10	2	-10	-7
CCS(=O)(=O)c1ccc(N)cc1	3	-7	0	-7	0	-3	2	1	5
CCCCOC(=O)/C=C\C(=O)OCCCC	4	-3	5	3	-1	3	3	6	0
CCN(CC)S(=O)(=O)c1cccc(-c2nnc(SCC(N)=O)n2C)c1	3	3	-1	-7	-3	3	-1	6	4
O=C(O)C1C2CCC(O2)C1C(=O)Nc1ccc(F)c(Cl)c1 (stereo not given)	-1	-2	-2	-3	-2	-6	8	0	1
CCCN1CCN(CC(=O)Nc2nnc(CC)s2)CC1	1	1	-3	2	-1	-4	1	3	7
Cc1cc(-c2nnc(SCC(=O)Nc3ccc(Br)cc3F)n2N)n[nH]1	6	-1	-3	7	-2	2	5	2	3
O=C(Nc1cc(S(=O)(=O)N2CCCC2)ccc1OCC(F)(F)F)c1ccc(F)cc1	-1	0	2	1	-1	2	9	4	6

# New compounds follow
Compound	PAFAH1B2 inh	PME-1 inh	PAD4 inh	PAFAH2 inh	LYPLA1 counter	LYPLA2 inh	PAFAH1B3 inh	GSTO1 counter	pPAFAH FP inh
Cc1ccc(S(=O)(=O)CCC(=O)OCC(=O)NCC(=O)Nc2cccc(C)c2C)cc1	9	1	-1	-12	0	9	14	1	11
CCOC(=O)C1=C(C)OC(N)=C(C#N)C1c1cncc(-c2ccc(F)cc2)c1 (stereo not given)	-1	-1	3	5	-2	-4	-7	6	2
CC1(C)Cc2cccc(OCC(=O)N3CCN(c4cccc(Cl)c4)CC3)c2O1	3	4	2	13	2	5	3	4	8
CCc1ccc(-c2nc(CSCC(=O)N3CCN(c4ncccn4)CC3)c(C)o2)cc1	7	0	4	-4	0	-1	8	1	1
CCc1nnc(NC(=O)CSc2nnc(CNC(=O)c3ccccc3F)n2C)s1	4	-3	-4	5	3	3	4	10	2
Nc1cc2c(cc1[N+](=O)[O-])OCCOCCOCCO2	5	-3	4	3	1	3	14	17	2
Cc1ccc(OC(=O)c2ccc([N+](=O)[O-])cc2Cl)cn1	2	-2	3	-4	0	-1	8	-4	1
O=C(Nc1cccc(S(=O)(=O)N2CCOCC2)c1)C1CC1	0	.	-6	6	.	.	11	.	-1

# Additional records:
Compound	PAFAH1B2 inh	PME-1 inh	PAD4 inh	PAFAH2 inh	LYPLA1 counter	LYPLA2 inh	PAFAH1B3 inh	GSTO1 counter	pPAFAH FP inh
Cn1c(CNS(=O)(=O)c2ccc(Cl)cc2)n[nH]c1=S	18	-3	-1	-6	0	4	2	8	2
Cc1nn(CC(=O)NCc2ccccc2)c(=O)c2ccccc12	4	-1	-3	6	3	4	-1	-4	6
CC1CCN(CCc2nc3cc(NC(=O)COc4ccc(Cl)cc4)ccc3n2C)CC1	2	-8	1	4	-3	4	5	-6	5
O=C(Nc1ccccc1)C(=O)Nc1ccc2c(c1)N(C(=O)C1CC1)CCC2	1	4	-1	16	4	2	4	4	4
Cn1c(C2CCCN2C(=O)OC(C)(C)C)n[nH]c1=S (stereo not given)	4	-8	-1	-1	-3	-2	-7	-1	-1
O=C(Nc1nc(-c2ccc3c(c2)OCO3)cs1)c1ccncc1	1	3	2	-13	8	5	8	8	-1
Cc1cnc(C(=O)NC(Cc2ccccc2)c2ccccc2)cn1 (stereo not given)	2	2	0	1	-2	-7	2	4	3
N#CC(C#N)=CN=c1ccn(Cc2ccc(Cl)cc2Cl)cc1	-1	-8	4	-1	1	5	3	-13	-1

# Continuation.
Compound	PAFAH1B2 inh	PME-1 inh	PAD4 inh	PAFAH2 inh	LYPLA1 counter	LYPLA2 inh	PAFAH1B3 inh	GSTO1 counter	pPAFAH FP inh
COC(=O)c1sc(S(=O)(=O)N2CCC(C(=O)O)CC2)c(C(=O)OC)c1C	5	1	-3	-1	4	-2	1	8	5
O=C(O)CCC(=O)NNC(=O)CCC(=O)Nc1ccccc1	.	4	-8	.	-1	3	.	-1	2
O=C(CN(C1CCCCC1)S(=O)(=O)c1ccc(F)cc1)Nc1ccc2c(c1)OCO2	5	6	-5	8	5	13	5	11	2
S=c1[nH]nc(Cn2cnc3ccccc32)n1-c1ccccc1	2	2	2	0	3	9	5	-10	8
Cn1cccc1/C=N/NC(=O)Cc1cccc2ccccc12	6	4	-2	-7	-3	-2	4	1	3
CC1CN(C(=O)c2ccc(S(=O)(=O)Nc3cccc(C(F)(F)F)c3)cc2)CC(C)O1 (stereo not given)	5	8	-7	4	2	5	-2	-6	1
CCCn1c(SCC(=O)NC2CCCCC2)nnc1-c1ccco1	5	4	2	-1	-4	0	0	7	4

# Not all compounds are listed, so the mix of outcomes need not match the whole.
